Source: PubChem BioAssay (several laboratories)
PRMT1 inh: blocks human protein arginine methyltransferase 1; Q99873; inhibition, % at 2.79 µM; recombinant PRMT1, activity-based probe fluorescence polarization; 370,000 compounds, 1.3% hits;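 active = inhibition above about 21% made by adding two undisclosed values, limit read from the data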
Target sequence (Q99873 whole entry, looked up): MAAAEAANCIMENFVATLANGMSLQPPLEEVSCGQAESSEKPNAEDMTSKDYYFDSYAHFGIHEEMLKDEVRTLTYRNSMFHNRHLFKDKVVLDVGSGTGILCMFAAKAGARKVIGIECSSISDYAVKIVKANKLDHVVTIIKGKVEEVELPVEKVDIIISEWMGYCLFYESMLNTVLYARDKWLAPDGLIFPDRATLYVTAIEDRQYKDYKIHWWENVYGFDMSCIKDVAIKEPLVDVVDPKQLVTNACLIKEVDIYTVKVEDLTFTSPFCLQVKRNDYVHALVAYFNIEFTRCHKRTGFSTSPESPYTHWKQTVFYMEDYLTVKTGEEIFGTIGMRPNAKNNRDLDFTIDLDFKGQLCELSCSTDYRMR
PG9 Ab binder: PG9 antibody binding by small molecule. 360,000 compounds, 0.43% hits. AID 624416. TR-FRET gp120-PG9 antibody binding. inhibition, % at 6.7 µM; in the data active = inhibition above about 8.5%
UHRF1 MBD2 ctr: blocks human UHRF1 binding to methylated DNA | inhibition, % at 4.4 µM | 370,000 compounds, 0.75% hits | Q96T88 | UHRF1 binding to methylated oligo, TR-FRET; in the data active = inhibition above about 21%;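 also: UHRF1 SRA domain binding a hemimethylated CpG hairpin DNA probe; 0% = median of test compound wells and 100% = reference inhibitor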
rCAG binder: binds r(CAG) RNA repeats; r(CAG) RNA repeat, TO-PRO-1 dye displacement fluorescence; inhibition, % at 3 µM; 370,000 compounds, 1.3% hits;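 active = inhibition above the plate cutoff, the mean of all test compounds on that plate plus 3 SD, cut at about 35% in these data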;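 also: 0% = DMSO alone and 100% = 100 µM mitoxantrone as full dye displacement; higher means more dye released from RNA so lower well fluorescence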
LEDGF integ inh: blocks HIV-1 LEDGF/p75-dependent DNA integration. TR-FRET IN-LEDGF/p75 DNA integration, Eu/Cy5. 370,000 compounds, 0.64% hits. AID 743269. inhibition, % at 3.7 µM;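 active = inhibition above the screen-wide mean plus 3 SD, cut at about 13% in these data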;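 also: signal is the Cy5 over europium emission ratio at 671 and 618 nm; 0% = plate median of compound wells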
Rev-erbA mod: modulates human Rev-erb alpha binding to DNA. 370,000 compounds, 0.79% hits. P20393. activity, % at 10 µM. Rev-erbα–FITC-DNA binding, fluorescence polarization, 90 min;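 active = activity above about 14%, limit read from the data; passing the limit was not always enough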;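 also: 0% = DMSO wells with 35 nM protein and 100% = DMSO wells with 750 nM protein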
TCR CD3 inh: inhibitors of human TCR-CD3 interaction. inhibition, % at 9.4 µM. AID 651800. TAMRA-labeled TCR probe fluorescence, biochemical. 360,000 compounds, 0.37% hits; in the data active = inhibition above about 19%;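 also: recombinant mutant TCR 2C K166C tagged with TAMRA read by polarization; 0% = receptor in buffer alone and 100% = receptor with positive control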
mABHD4 FP: inhibitors of mouse ABHD4. Q8VD66. purified mABHD4, FP-Rh probe fluorescence polarization. inhibition, % at 8.92 µM. 370,000 compounds, 0.54% hits;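 active = inhibition exceeding the mean over every tested compound plus 3 SD, cut at about 30% in these data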;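 also: 0% = plate median of compound wells and 100% = S159A mutant with DMSO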
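Material: mouse ABHD4 enzyme, wild type; Benchmarks: S159A mutant high control, sample median low control; Buffer or medium: HEPES pH 7.0, NaCl, Pluronic buffer; Signal: fluorescence polarization; Read-out: percent inhibition of probe binding, normalized to plate controls; Timing: pre-incubation 45 min, probe exposure 60 min, at 25 °C; Dosing: 8.92 µM, single dose.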
HTRA1 inhibitor: blocks human HTRA1 serine peptidase. 340,000 compounds, 0.5% hits. recombinant HTRA1, FP-rhodamine activity-based probe, fluorescence polarization. Q92743. inhibition, % at 5.96 µM. AID 504803; in the data active = inhibition above about 36%;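 also: 0% = enzyme with DMSO and 100% = wells lacking enzyme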
Target sequence (Q92743 whole entry, looked up): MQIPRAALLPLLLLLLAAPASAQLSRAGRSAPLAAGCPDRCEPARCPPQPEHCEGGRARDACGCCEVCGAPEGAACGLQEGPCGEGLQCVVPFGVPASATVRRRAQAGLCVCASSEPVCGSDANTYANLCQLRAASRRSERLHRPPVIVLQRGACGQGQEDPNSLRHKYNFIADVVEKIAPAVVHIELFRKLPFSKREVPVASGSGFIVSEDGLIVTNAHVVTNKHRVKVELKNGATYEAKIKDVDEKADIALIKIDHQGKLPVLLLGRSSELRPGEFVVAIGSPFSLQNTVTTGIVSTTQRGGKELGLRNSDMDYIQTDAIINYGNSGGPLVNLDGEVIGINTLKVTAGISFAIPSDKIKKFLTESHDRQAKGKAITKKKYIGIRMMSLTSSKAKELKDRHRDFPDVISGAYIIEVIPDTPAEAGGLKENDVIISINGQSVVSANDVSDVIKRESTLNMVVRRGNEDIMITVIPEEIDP
MBD2 DNA inh: inhibitors of human MBD2 binding to methylated oligonucleotide; Q9UBB5; TR-FRET; inhibition, % at 4.4 µM; 370,000 compounds, 0.31% hits; in the data active = inhibition above about 13%
Starred values were filed as active, the others as inactive.

`Cc1ccccc1NC(=O)Cc1nc(COC(=O)c2cc([N+](=O)[O-])ccc2N)cs1` gave PRMT1 inh 1, PG9 Ab binder -3.5, UHRF1 MBD2 ctr 6, rCAG binder 9, LEDGF integ inh -9, Rev-erbA mod 1, TCR CD3 inh -2, mABHD4 FP 62*, HTRA1 inhibitor -16 and MBD2 DNA inh 6.
`c1ccc(-n2ncc3c(NCc4cccs4)ncnc32)cc1` gave PRMT1 inh -2, PG9 Ab binder -0.2, UHRF1 MBD2 ctr 0, rCAG binder 4, LEDGF integ inh 2, Rev-erbA mod 4, TCR CD3 inh 6, mABHD4 FP -11, HTRA1 inhibitor -11 and MBD2 DNA inh 1.
Cc1csc(-c2nc3ccccc3n2C(C(=O)NC(C)(C)C)c2ccccc2)c1 (stereo not given) was read as PRMT1 inh 5, PG9 Ab binder -0.4, UHRF1 MBD2 ctr 4, rCAG binder 0, LEDGF integ inh 4, Rev-erbA mod -6, TCR CD3 inh -7, mABHD4 FP -6 and MBD2 DNA inh 4.
For Cc1ccc(NC(=O)CN2C(=O)/C(=C\c3cccs3)SC2=S)cc1 the results were PRMT1 inh 4, PG9 Ab binder -0.5, UHRF1 MBD2 ctr 6, rCAG binder 7, LEDGF integ inh -8, Rev-erbA mod -1, TCR CD3 inh -5, mABHD4 FP 6, HTRA1 inhibitor -5 and MBD2 DNA inh 0.
Screening COc1cc(OC)c(NC(=O)C2CCCO2)cc1Cl (stereo not given) returned PRMT1 inh 0, PG9 Ab binder -1.6, UHRF1 MBD2 ctr -3, rCAG binder -2, LEDGF integ inh 1, Rev-erbA mod -6, TCR CD3 inh 3, mABHD4 FP -2, HTRA1 inhibitor 10 and MBD2 DNA inh -1.
`CCN(CC(=O)Nc1ccc(NC(C)=O)cc1)C(=O)C1CCCN(C(=O)c2ccc(Cl)cc2)C1` (stereo not given) gave PRMT1 inh 1, PG9 Ab binder -1.9, UHRF1 MBD2 ctr 2, rCAG binder 2, LEDGF integ inh -1, Rev-erbA mod 0, TCR CD3 inh 4, mABHD4 FP 2, HTRA1 inhibitor 1 and MBD2 DNA inh 1.
CSc1nc(N)nc2c1ncn2CC(=O)N1CCN(Cc2c(C)cc(C)cc2C)CC1 was read as PRMT1 inh 0, PG9 Ab binder 2.2, UHRF1 MBD2 ctr -2, rCAG binder 2, LEDGF integ inh -1, Rev-erbA mod -1, TCR CD3 inh 0, mABHD4 FP 2, HTRA1 inhibitor -5 and MBD2 DNA inh -5.
For CCCn1c(N)c(C(=O)CN2CCN(S(=O)(=O)c3cccs3)CC2)c(=O)[nH]c1=O the results were PRMT1 inh 2, PG9 Ab binder 1.6, UHRF1 MBD2 ctr 2, rCAG binder 2, LEDGF integ inh 0, Rev-erbA mod 4, TCR CD3 inh -2, mABHD4 FP -5, HTRA1 inhibitor 6 and MBD2 DNA inh 5.
Screening Cc1nn(C(C)C(=O)NCCC2=CCCCC2)c(=O)c2nn(-c3ccccc3)c(C)c12 (stereo not given) returned PRMT1 inh -2, PG9 Ab binder 0.7, UHRF1 MBD2 ctr -2, rCAG binder -9, LEDGF integ inh 0, Rev-erbA mod 4, TCR CD3 inh 3, mABHD4 FP -7, HTRA1 inhibitor -6 and MBD2 DNA inh -8.
Fc1ccc(N/N=C/C=C/c2ccccc2)c(F)c1 was read as PRMT1 inh 1, PG9 Ab binder -0.7, UHRF1 MBD2 ctr -4, rCAG binder 5, LEDGF integ inh -4, Rev-erbA mod 9, TCR CD3 inh -7, mABHD4 FP 1, HTRA1 inhibitor 5 and MBD2 DNA inh 3.
For CCN(CC)CCN(Cc1cc2cc(C)ccc2[nH]c1=O)C(=O)Nc1ccccc1OC the results were PRMT1 inh 1, PG9 Ab binder -0.4, UHRF1 MBD2 ctr 2, rCAG binder -6, LEDGF integ inh -3, Rev-erbA mod 2, TCR CD3 inh 2, mABHD4 FP 2, HTRA1 inhibitor 2 and MBD2 DNA inh -7.
For CN(Cc1ccccc1)S(=O)(=O)c1cccc(C(=O)OCc2ccc(C(F)(F)F)cc2)c1 the results were PRMT1 inh 0, UHRF1 MBD2 ctr -2, rCAG binder 2, LEDGF integ inh 4, Rev-erbA mod 2, mABHD4 FP -4 and MBD2 DNA inh -2.
Screening CSC(=NS(=O)(=O)c1ccccc1)SC returned PRMT1 inh -3, PG9 Ab binder 0.5, UHRF1 MBD2 ctr -1, rCAG binder 2, LEDGF integ inh 0, Rev-erbA mod 3, TCR CD3 inh 9, mABHD4 FP 5, HTRA1 inhibitor 2 and MBD2 DNA inh -3.
Screening Cc1[nH]nc2c1C(c1ccc(OC(=O)c3ccco3)cc1)C(C#N)=C(N)O2 (stereo not given) returned PRMT1 inh -1, PG9 Ab binder -1.0, UHRF1 MBD2 ctr 4, rCAG binder 3, LEDGF integ inh -2, Rev-erbA mod 2, TCR CD3 inh -1, mABHD4 FP -2, HTRA1 inhibitor 1 and MBD2 DNA inh 1.
`Fc1ccc(NCc2cn3ccccc3n2)cc1` gave PRMT1 inh 2, PG9 Ab binder 0.8, UHRF1 MBD2 ctr 4, rCAG binder 2, LEDGF integ inh -10, Rev-erbA mod 3, TCR CD3 inh 2, mABHD4 FP 2, HTRA1 inhibitor 12 and MBD2 DNA inh -3.
`Cc1ccc(Oc2ccc(C(=O)NC3CCSC3=O)cn2)cc1` (stereo not given) gave PRMT1 inh 0, PG9 Ab binder -1.9, UHRF1 MBD2 ctr 0, rCAG binder -2, LEDGF integ inh -2, Rev-erbA mod -8, TCR CD3 inh 9, mABHD4 FP -1, HTRA1 inhibitor 1 and MBD2 DNA inh 1.
For CCOC(=O)[C@]12CCCC=C1N(Cc1ccc(Cl)cc1Cl)C(=O)[C@H](CC(=O)NCc1cccc3ccccc13)C2 the results were PRMT1 inh -1, PG9 Ab binder 0.8, UHRF1 MBD2 ctr -4, rCAG binder 14, LEDGF integ inh -3, Rev-erbA mod -4, TCR CD3 inh 3, mABHD4 FP -13 and MBD2 DNA inh 2.
O=c1c2ccccc2n(Cc2ccc(F)cc2)c(=O)n1C1CCCC1 was read as PRMT1 inh -1, PG9 Ab binder -2.3, UHRF1 MBD2 ctr 1, rCAG binder -2, LEDGF integ inh 6, Rev-erbA mod -2, TCR CD3 inh 9, mABHD4 FP -14, HTRA1 inhibitor -35 and MBD2 DNA inh 1.
O=C(O)C1=C[C@@H](C2CC2)C[C@@H](OCc2ccc(CO)cc2)O1 was read as PRMT1 inh 4, PG9 Ab binder 0.1, UHRF1 MBD2 ctr -3, rCAG binder 4, LEDGF integ inh -2, Rev-erbA mod 3, TCR CD3 inh -2, mABHD4 FP 5, HTRA1 inhibitor -7 and MBD2 DNA inh -4.
For CC(C)N(C(=O)COC(=O)c1ccc(Cl)c(S(N)(=O)=O)c1)C(C)C the results were PRMT1 inh -5, PG9 Ab binder 0.2, UHRF1 MBD2 ctr 0, rCAG binder 1, LEDGF integ inh 12, Rev-erbA mod -1, TCR CD3 inh -4, mABHD4 FP -12, HTRA1 inhibitor 4 and MBD2 DNA inh -4.

The final 3 records of the section above lead into the next:
O=c1c2ccccc2n(Cc2ccc(F)cc2)c(=O)n1C1CCCC1 was read as PRMT1 inh -1, PG9 Ab binder -2.3, UHRF1 MBD2 ctr 1, rCAG binder -2, LEDGF integ inh 6, Rev-erbA mod -2, TCR CD3 inh 9, mABHD4 FP -14, HTRA1 inhibitor -35 and MBD2 DNA inh 1.
O=C(O)C1=C[C@@H](C2CC2)C[C@@H](OCc2ccc(CO)cc2)O1 was read as PRMT1 inh 4, PG9 Ab binder 0.1, UHRF1 MBD2 ctr -3, rCAG binder 4, LEDGF integ inh -2, Rev-erbA mod 3, TCR CD3 inh -2, mABHD4 FP 5, HTRA1 inhibitor -7 and MBD2 DNA inh -4.
For CC(C)N(C(=O)COC(=O)c1ccc(Cl)c(S(N)(=O)=O)c1)C(C)C the results were PRMT1 inh -5, PG9 Ab binder 0.2, UHRF1 MBD2 ctr 0, rCAG binder 1, LEDGF integ inh 12, Rev-erbA mod -1, TCR CD3 inh -4, mABHD4 FP -12, HTRA1 inhibitor 4 and MBD2 DNA inh -4.
Cc1cc(OC(=O)c2ccc(Cl)cc2)cc(=O)n1C was read as PRMT1 inh 2, PG9 Ab binder 1.5, UHRF1 MBD2 ctr 4, rCAG binder 9, LEDGF integ inh -1, Rev-erbA mod -3, TCR CD3 inh -2, mABHD4 FP -5, HTRA1 inhibitor -5 and MBD2 DNA inh -1.
`CCO/N=C1\C(=O)N(c2ccccc2)c2ccccc21` gave PRMT1 inh -2, PG9 Ab binder -2.5, UHRF1 MBD2 ctr -3, rCAG binder -1, LEDGF integ inh 4, Rev-erbA mod -5, TCR CD3 inh 7, mABHD4 FP -2, HTRA1 inhibitor -7 and MBD2 DNA inh -8.
For COc1cc(NC(=O)C2CCCN2S(=O)(=O)c2ccc3c(c2)CCC(=O)N3)cc(OC)c1 (stereo not given) the results were PRMT1 inh 2, PG9 Ab binder 0.8, UHRF1 MBD2 ctr 3, rCAG binder 5, LEDGF integ inh -4, Rev-erbA mod 2, TCR CD3 inh 0, mABHD4 FP 1, HTRA1 inhibitor 1 and MBD2 DNA inh 0.
For CC1(C)CC2CC(C)(CN2C(=O)COC(=O)c2ccc(NC(=O)CC#N)cc2)C1 (stereo not given) the results were PRMT1 inh -1, PG9 Ab binder -1.6, UHRF1 MBD2 ctr 1, rCAG binder 8, LEDGF integ inh -4, Rev-erbA mod 0, TCR CD3 inh 7, mABHD4 FP -7, HTRA1 inhibitor -10 and MBD2 DNA inh -1.
O=C(COc1ccccc1[N+](=O)[O-])Nc1ccc(N2CCN(C(=O)c3cccs3)CC2)cc1 was read as PRMT1 inh 4, PG9 Ab binder 0.8, UHRF1 MBD2 ctr -2, rCAG binder 3, LEDGF integ inh 0, Rev-erbA mod 1, TCR CD3 inh -2, mABHD4 FP 3, HTRA1 inhibitor 4 and MBD2 DNA inh 2.
For Cc1ccc(S(=O)(=O)N2CCOCC2)cc1C(=O)NCCc1ccc(Cl)cc1 the results were PRMT1 inh 2, PG9 Ab binder 0.2, UHRF1 MBD2 ctr 3, rCAG binder 3, LEDGF integ inh 1, Rev-erbA mod 7, TCR CD3 inh -3, mABHD4 FP -1, HTRA1 inhibitor 6 and MBD2 DNA inh -2.
`CN(C)S(=O)(=O)c1ccc(C(=O)Nc2ccc3ncccc3c2)cc1` gave PRMT1 inh -7, PG9 Ab binder -0.9, UHRF1 MBD2 ctr -2, rCAG binder 1, LEDGF integ inh -2, Rev-erbA mod -2, TCR CD3 inh 8, mABHD4 FP 2, HTRA1 inhibitor 9 and MBD2 DNA inh 1.
Screening CC[C@@H](NCCCn1ccc(NC(=O)OCc2ccccc2)nc1=O)c1ccccc1 returned PRMT1 inh 4, PG9 Ab binder 0.2, UHRF1 MBD2 ctr -1, rCAG binder 4, LEDGF integ inh 2, Rev-erbA mod 4, TCR CD3 inh 4, mABHD4 FP -1, HTRA1 inhibitor 0 and MBD2 DNA inh 4.
CCC1C(=O)NCCN1Cc1nc(-c2ccc(C)s2)oc1C (stereo not given) was read as PRMT1 inh 1, PG9 Ab binder -0.2, UHRF1 MBD2 ctr 4, rCAG binder 1, LEDGF integ inh -1, Rev-erbA mod 4, TCR CD3 inh -1, mABHD4 FP 1, HTRA1 inhibitor -14 and MBD2 DNA inh 2.

An excerpt. The share of hits here may be higher or lower than overall.
